TRPV1 ag = agonists of human vanilloid receptor 1 (TRPV1) | TRPV1-expressing cells, Fluo-8 calcium influx, agonist mode | activation, % at 8.33 µM | 0.19% of 320,000 active; in the data active = activation above about 80%; inconclusive = between about 30% and that limit; note: 0% is about no effect
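Fluo-8 calcium influx in TRPV1-expressing cells, kinetic read (ex 480/em 520 nm). Compound added and read 3 min for agonist activity, followed by capsaicin at EC20 final and 2 min further read for enhancement.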
AT treatment = potential ataxia-telangiectasia treatments restoring KAP-1 phosphorylation. AID 485349. 0.19% of 320,000 active. […] A-T fibroblasts, KAP-1 phosphorylation AlphaLISA; neocarzinostatin DNA damage 30 min before lysis. Potency, µM (titrated, usually from 57.5 µM), without a hit: at the top dose activation, hits mostly activators; note: potency is the fitted concentration of half-maximal effect; % of control where 0% means no effect; nearly all actives have a fitted effect of over 45% in size
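ATM-like activity read as KAP-1 phosphorylation via AlphaLISA donor/acceptor antibody pairs after lysis and 6 hr at 25C. Cells were ATM-null patient fibroblasts ([…], hTERT), dosed 60 min, then exposed to the DSB inducer NCS for 30 min.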
B2AR arrestin = agonists driving beta-arrestin recruitment to human beta2-adrenergic receptor; 0.02% of 330,000 active; Potency, µM (highest dose often 46.1 µM), for inactives: at the highest dose activation, actives largely listed as activators; P07550; beta-arrestin recruitment to beta2AR, cell-based reporter; AID 492947;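 note: potency is the fitted concentration of half-maximal effect; 0% = DMSO controls and full agonism = EC100 isoproterenol or metaproterenol; nearly all actives have a fitted effect of over 65% in size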
Target sequence (P07550 whole entry, looked up): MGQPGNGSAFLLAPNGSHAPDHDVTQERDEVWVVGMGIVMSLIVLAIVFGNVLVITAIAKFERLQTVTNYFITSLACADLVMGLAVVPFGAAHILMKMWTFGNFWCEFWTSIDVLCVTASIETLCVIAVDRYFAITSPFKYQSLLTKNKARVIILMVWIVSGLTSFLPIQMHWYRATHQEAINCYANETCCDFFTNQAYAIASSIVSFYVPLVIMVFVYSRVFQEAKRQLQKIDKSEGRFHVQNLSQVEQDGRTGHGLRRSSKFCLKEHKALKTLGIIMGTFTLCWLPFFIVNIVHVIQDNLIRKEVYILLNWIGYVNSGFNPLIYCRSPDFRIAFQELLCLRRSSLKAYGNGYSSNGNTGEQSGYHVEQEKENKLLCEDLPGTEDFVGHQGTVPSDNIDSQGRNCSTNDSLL
ELG1 DNA repair = inhibitors of ELG1-dependent DNA repair in HEK293T cells; HEK293T ELG1-luciferase reporter, luminescence, 16 h; DNA damage induced by 5-fluorouridine; AID 504467; Potency, µM (top dose mostly 46.1 µM), for inactives: at the highest dose activity change, negative = inhibition, actives largely listed as inhibitors; 2.3% of 330,000 active; note: potency is the fitted concentration of half-maximal effect; % is set by controls: 0 for no effect and ±100 for the full control effect; nearly all actives have a fitted effect of over 55% in size
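Step one: seed 2,000 cells per well. Step two: pin-transfer compound or DMSO alongside 5-fluorouridine. Step three: incubate 16 hr, 37 °C, 5% CO2. Step four: add ONE-Glo, wait 30 min, read luminescence.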
p53 reactivator = restores transcriptional activity of mutant p53; H1299 p53-A138V BP100-luciferase reporter, luminescence, 24 h; AID 504706; 0.063% of 320,000 active; Potency, µM (highest dose often 92.2 µM), inactives show at the top dose activity change, positive = activation, hits mostly activators; note: potency is the fitted concentration of half-maximal effect; % of control where 0% means no effect; nearly all actives have a fitted effect of over 45% in size
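H1299 (p53-null), stable ts p53-A138V + BP100-Luc; 1000 cells/well, Opti-MEM/10% FBS; cpd 4 pt, 1:5; 24 h, 37 deg C, 5% CO2; detection reagent 10 min RT; luminescence.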
TSG101-PTAP inh = blocks PTAP/TSG101 interaction to inhibit HIV-1 budding; Potency, µM (doses to about 115 µM), without a hit: top-dose activity change, negative = inhibition, most hits filed as inhibitors; 340,000 tested, under 10 active; Q99816; Fluorescence polarization, FITC-PTAP peptide / Tsg101 binding; active = well fitted inhibition curve with a large enough effect in the main read-out, with a control signal flat, not every such curve was filed as active; inconclusive = small, poorly fitted or top-dose-only effect, or effect the other way, or a change in a side signal; inactive = no such curve, though single readings can be large or run the other way; note: potency is the fitted concentration of half-maximal effect; % of control where 0% means no effect
Target sequence (Q99816 whole entry, looked up): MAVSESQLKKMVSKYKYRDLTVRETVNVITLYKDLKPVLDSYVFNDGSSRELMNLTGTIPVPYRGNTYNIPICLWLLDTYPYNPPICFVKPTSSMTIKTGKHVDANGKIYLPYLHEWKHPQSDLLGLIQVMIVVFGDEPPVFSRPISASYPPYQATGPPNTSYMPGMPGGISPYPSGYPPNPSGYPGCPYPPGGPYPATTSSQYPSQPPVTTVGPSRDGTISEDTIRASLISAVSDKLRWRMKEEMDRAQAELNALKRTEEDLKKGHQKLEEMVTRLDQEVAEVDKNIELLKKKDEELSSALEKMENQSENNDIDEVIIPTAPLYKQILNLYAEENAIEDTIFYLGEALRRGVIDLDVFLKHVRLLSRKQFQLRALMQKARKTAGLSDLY
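Tsg101 binding domain (10 uM final) was mixed with compound and a FITC-labeled PTAP peptide (50 nM final) in HEPES pH 7.5 buffer with NaCl, Tween 20, EDTA and TCEP; fluorescence polarization was read after 20 min at r.t.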
MLL CXXC-DNA inh = blocks binding of human MLL CXXC domain to DNA. MLL-CXXC / FITC-HOXA9 DNA fluorescence polarization. Potency, µM (series often up to 115 µM), without a hit: at the top dose activity change, negative = inhibition, usual class: inhibitors. 0.037% of 290,000 active; active = well fitted inhibition curve with a large enough effect in the polarisation, with a control signal flat, not every such curve was filed as active; inconclusive = small, poorly fitted or top-dose-only effect, or effect the other way, or a change in a side signal; inactive = no such curve, though single readings can be large or run the other way; the % refers to the polarisation; note: potency is the fitted concentration of half-maximal effect
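Purified MLL-CXXC (added from a 7 uM solution) was preincubated 5 min at ambient with pinned compounds in 50 mM Tris-HCl pH 7.5, 50 mM NaCl, 1 mM DTT, 0.05% BSA. Fluorescein-labeled HOX-A9 DNA (50 nM solution) followed, 30 min, then polarization read.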
TCR act = activates T cell receptor signaling; Potency, µM (top dose mostly 9.22 µM), for inactives: at the highest dose activation of IL-2 secretion, most hits filed as activators; AID 504894; 330,000 tested, under 10 active; primary human leukocytes, anti-CD3, IL-2 HTRF, 48 h; note: % of control where 0% means no effect
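Activity was scored as IL-2 release from primary human leukocytes given only a TCR signal (a-CD3 beads) plus compound for 48 hr. Detection used a two-antibody HTRF format read at 665nm.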
BRCA1 expr up = BRCA1 expression activation | Potency, µM (series often up to 46.1 µM), for the others: top-dose activation, hits mostly activators | MCF7-BRCA1-FFLuc reporter, luminescence, 48 h; response scale: scaled: vehicle 0%, 10 µM genistein 100% | 1.1% of 380,000 active; note: potency is the fitted concentration of half-maximal effect; nearly all actives have a fitted effect of over 80% in size; some results filed as inactive show a strong effect at the top dose
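Using MCF7 cells harboring a BRCA1 firefly luciferase reporter, plated 2 h before compound pinning, the screen measured luminescence after 48 h incubation. Responses were normalized to DMSO and 10 microM genistein, then fitted for concentration-effect.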
Integrin act MD = activators of alpha7 integrin expression for muscular dystrophy | 0.064% of 350,000 active | alpha7betagal myoblasts, beta-gal FDG fluorescence, 48 h | AID 624291 | Potency, µM (highest dose often 38.3 µM), inactives show at the top dose activation, hits mostly activators;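 note: potency is the fitted concentration of half-maximal effect; 100% = response of the positive control SU9516; nearly all actives have a fitted effect of over 60% in size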
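Alpha7betagal+/- myoblasts (passage 13) were plated 16-24 hr, then exposed to compounds (1:260 dilution of DMSO stock) for 48 hours at 37C. After MPER lysis, β-galactosidase reporter activity was read as FDG fluorescence (ex 480/em 540) after 30 minutes.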
Active calls of the source: *; ? = inconclusive; . = no result given; [ ] = another dose, or the depositor's remark. Unless noted, calls come from the whole dose curve; as a rule, active = well fitted curve in the direction sought with a large enough effect; inconclusive = small, poorly fitted or top-dose-only effect, or another doubt; inactive = no such curve, though single readings can be large; an effect the other way counts as inactive or inconclusive.

SMILES | TRPV1 ag | AT treatment | B2AR arrestin | ELG1 DNA repair | p53 reactivator | TSG101-PTAP inh | MLL CXXC-DNA inh | TCR act | BRCA1 expr up | Integrin act MD
c1cc2c(cc1CN1CCN(C3CCCCCC3)CC1)OCO2 | 5 | -3% | 0.0% | 2% | -1% | -5% | 2% | -3% | -4% | 0%
O=C(NCc1ccco1)C(=O)c1cn(CC(=O)N2CCCCC2)c2ccccc12 | 3 | 3% | 0.3% | -1% | -4% | 0% | 13% | 6% | 2% | 8%
CN1/C(=C\C=C(/C#N)C(=O)Nc2ccc(Cl)cc2)C(C)(C)c2ccccc21 | ? | 3% | -0.3% | 12% | -7% | ? | ? | -7%[46.1 µM] | -2% | -2%
CCCN1CCN(C(=O)C(NC(=O)c2ccco2)C(C)C)CC1 (stereo unspecified) | -2 | 7% | 0.4% | 14% | 24% | -3% | 21% | 4% | -2% | 3%
COc1cc(C(C2C(=O)CC(C)(C)CC2=O)C2C(=O)CC(C)(C)CC2=O)ccc1OC(C)=O | . | . | . | . | . | -3% | . | 6% | -7% | -9%
CCOC(=O)NCCOC(=O)Nc1ccc(Cl)cc1 | 14 | -2% | 0.2% | 1% | -1% | -2% | 1% | 2% | 8% | -50%[inhibitor]
COc1cccc(CN(C(=O)Cc2c[nH]c3ccccc23)C(C(=O)NC2CCCCC2)c2cccs2)c1 (stereo unspecified) | 9 | . | -0.2% | 18µM* | 4% | 0% | 8% | -25% | -2%[1.84 µM] | 11%
COc1cc(-c2c(-c3ccc4c(c3)OCO4)noc2C)ccc1F | 17 | 2% | 0.0% | 2% | . | 3% | 3% | 1% | -43% | -3%
Cc1cc(NC(=O)CSc2nnc(CNc3cccc(C(F)(F)F)c3)n2Cc2ccco2)no1 | 6 | -9% | -0.6% | 5% | 2% | 0% | -7% | -1% | 2% | 12%[7.66 µM]
CCN(C)Cc1c(C(=O)N2CCc3ccccc3C2)nc2ccc(Cl)cn12 | 7 | -2% | -0.5% | -1% | 3% | -3% | 0% | 3% | -7% | 14%
OCCNC(=S)c1ccccc1 | 2 | 9% | -0.1% | 4% | 10% | -3% | 10% | -6% | -7% | -6%
CC(=O)Nc1cccc(C(=O)OCC(=O)Nc2nnc(-c3ccccc3)o2)c1 | -3 | -4% | -0.4% | 22% | 10% | -2% | . | -1% | -5% | 9%
COC(=O)c1ccc(NC(=O)c2ccc(NS(=O)(=O)c3cccc4cccnc34)cc2)cc1 | 4 | -3% | -1.0% | -2% | 3% | -6% | 3% | -2% | -14% | 40%
Cc1cccc(OCCOC(=O)c2c(-c3ccccc3)noc2C)c1 | 16 | 18% | -0.4% | -18% | 4% | -3% | 3% | -1% | -21% | 0%
CC1CC1C(=O)N(CCC1=CCCCC1)c1c(N)n(Cc2ccccc2)c(=O)[nH]c1=O (stereo unspecified) | -3 | -12% | 0.1% | -16% | 5% | 3% | . | 7% | -16% | -8%
CCCCN(CC)CCNC(=O)c1cc2c(=O)n(C)c3ccccc3c2n1C | 2 | 4% | -0.4% | ? | -6% | -6% | -4% | 6% | -44% | -42%
COC(=O)c1c(NC(=O)C2CC=CCC2C(=O)O)sc(C)c1C (stereo unspecified) | -1 | . | -1.2% | ? | -2% | -7% | -6% | 1% | 7% | -12%
COc1ccccc1-n1cnc2sc(-c3ccccc3)cc2c1=O | -1 | 1% | 0.3% | ? | 7% | -1% | 11% | 5% | 47% | 20%
COc1cc(C)c(S(=O)(=O)NCCCn2ccnc2)cc1C | 2 | -4% | -0.1% | -11% | . | -2% | 3% | -2% | -22% | -45%[inhibitor]
Cc1ccc(NC(=O)CCn2nc([N+](=O)[O-])cc2C)nc1 | 0 | 11% | -0.3% | -18% | -7% | -1% | -1% | 5%[46.1 µM] | -9% | 12%
Cc1cccc(NC(=O)C2CC(=O)NC(Nc3nc4ccccc4s3)=N2)c1 (stereo unspecified) | 3 | 3% | 2.4% | 15% | -1% | . | 0% | -7%[46.1 µM] | . | .
COc1cccc2c(=O)n(CC(=O)Nc3ccc(F)cc3F)ccc12 | 0 | 7% | -0.5% | 21% | 13% | 0% | 0% | -3% | 0% | 5%
O=C(CSc1nnc(CNC(=O)c2cccc(C(F)(F)F)c2)o1)NC1CCCCC1 | -4 | 30% | 0.2% | -5% | -4% | -3% | -10% | 13% | 3% | -18%
Cn1cc(/C=C2\SC(=O)NC2=S)c2ccccc21 | -1 | -13% | 0.3% | -7% | 7% | -9% | -14% | 1% | -31% | 1%
Cc1noc(C)c1-c1ccc2ncnc(NC(C)c3ccco3)c2c1 (stereo unspecified) | 1 | -9% | 0.1% | ? | -7% | . | . | 5% | -50% | .

Entries of single compounds from above. Order of values: TRPV1 ag, AT treatment, B2AR arrestin, ELG1 DNA repair, p53 reactivator, TSG101-PTAP inh, MLL CXXC-DNA inh, TCR act, BRCA1 expr up, Integrin act MD
Cc1cc(NC(=O)CSc2nnc(CNc3cccc(C(F)(F)F)c3)n2Cc2ccco2)no1 is listed as 6, -9%, -0.6%, 5%, 2%, 0%, -7%, -1%, 2%, 12%[7.66 µM]
CC1CC1C(=O)N(CCC1=CCCCC1)c1c(N)n(Cc2ccccc2)c(=O)[nH]c1=O (stereo unspecified) is listed as -3, -12%, 0.1%, -16%, 5%, 3%, ., 7%, -16%, -8%
Cc1noc(C)c1-c1ccc2ncnc(NC(C)c3ccco3)c2c1 (stereo unspecified) is listed as 1, -9%, 0.1%, ?, -7%, ., ., 5%, -50%, .
CCCN1CCN(C(=O)C(NC(=O)c2ccco2)C(C)C)CC1 (stereo unspecified) is listed as -2, 7%, 0.4%, 14%, 24%, -3%, 21%, 4%, -2%, 3%
CC(=O)Nc1cccc(C(=O)OCC(=O)Nc2nnc(-c3ccccc3)o2)c1 is listed as -3, -4%, -0.4%, 22%, 10%, -2%, ., -1%, -5%, 9%

More results follow.
SMILES | TRPV1 ag | AT treatment | B2AR arrestin | ELG1 DNA repair | p53 reactivator | TSG101-PTAP inh | MLL CXXC-DNA inh | TCR act | BRCA1 expr up | Integrin act MD
CCNC(=O)COc1ccc2ccccc2c1 | -5 | -3% | -0.4% | ? | 11% | -4% | -11% | 1% | ? | 5%
CN(CC(=O)Nc1ccc(OC(F)(F)F)cc1)C(=O)Cn1c(=O)cnc2ccccc21 | 3 | 1% | -0.1% | 3% | 4% | -1% | . | -8% | -23% | 4%
Cc1ccc(S(=O)(=O)OCC(=O)Nc2ccc(C(=O)O)c(O)c2)cc1 | . | . | . | . | . | -5% | . | 2% | -10% | 8%
CC(C)NC(=S)NN=C1CCC(c2ccccc2)CC1 (stereo unspecified) | 5 | -2% | ? | -2% | 1% | 0% | 4% | -8% | 7% | 10%
O=C(Nc1cccc(F)c1)[C@@H]1CCCN1 | 0 | 5% | -0.1% | 2% | . | -2% | -3% | -16% | -1% | 7%
Cc1ccc(C(=O)CN(C(=O)c2ccc(Cl)c(Cl)c2)N2C(=O)C3C4C=CC(C4)C3C2=O)cc1 (stereo unspecified) | 22 | 10% | -0.1% | -1% | 0% | ? | 10% | -8% | -26% | 24%
Cc1ccc(S(=O)(=O)N2[C@@H](c3ccc(Cl)cc3)C(C(=O)O)=CC[C@H]2c2ccc3c(c2)OCO3)cc1 | -3 | 14% | 0.1% | 7% | 5% | 0% | . | 1% | 14% | -3%
Clc1ccc(SCCCCn2ccnc2)cc1 | -1 | -4% | -0.4% | 4% | 9% | -2% | 7% | -4% | 7% | -19%
Cc1[nH]nc(Nc2ccc(O)cc2)c1[N+](=O)[O-] | 2 | 3% | 0.0% | ? | 5% | 1% | -12% | 4% | 0% | 5%
Cn1c(SCC(=O)N2CCOCC2)nc2cccnc21 | 7 | -3% | 0.3% | 5% | 10% | -1% | 19% | -7% | -5% | 3%
COc1ccc(NC(=O)CN2C(=O)C(c3ccccc3)=NC23CCCCCC3)cc1OC | 1 | 6% | -0.2% | 23µM* | -24% | 1% | 19% | 0%[46.1 µM] | 15% | 5%
COC(=O)C1CCN(C(=O)COC(=O)CC(NC(C)=O)c2ccccc2)CC1 (stereo unspecified) | 6 | -3% | 0.0% | -9% | 1% | -2% | 8% | 1% | 67% | 3%
O=C(NC(=S)NCCSc1ccccc1)c1cccnc1 | 16 | 6% | 1.8% | ? | ? | -1% | 3% | -3%[46.1 µM] | 23% | -3%
CN(c1ccccc1)S(=O)(=O)c1cccc(NC(=O)CSc2ncc(C(F)(F)F)cc2Cl)c1 | 7 | 8% | -1.5% | -6% | 10% | -2% | ? | 3%[46.1 µM] | -31% | 13%
Nc1nc(N)nc(-c2cc([N+](=O)[O-])ccc2O)n1 | 2 | 9% | 0.3% | ? | -2% | -4% | . | -4% | -4% | 11%

Bioassay records deposited in PubChem by National Center for Advancing Translational Sciences (NCATS).
